From PubChem BioAssay
TRPC6 inhibitor: inhibitors of mouse TRPC6 channel | Q61143 | HEK293-TRPC6, membrane potential dye, ACh-evoked depolarization; stronger effect = lower value | B-score at 10 µM | actives 1.1% (n = 310,000) | AID 2553;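 active = B-score under library mean minus 3 SD, initial fluorescence not abnormally high, positive integrated signal ratio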;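 also: B-score derived from integrated fluorescence ratio over the kinetic read; more negative B-score means stronger inhibition of depolarization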
HDAC3 inh: blocks human histone deacetylase 3 | O15379 | inhibition, % at 8.3 µM | AID 2718 | actives 0.15% (n = 320,000) | recombinant HDAC3, fluorogenic peptide/trypsin coupled, fluorescence; in the data active = inhibition above about 26%, passing the limit was not always enough
Target sequence (O15379 whole entry, looked up): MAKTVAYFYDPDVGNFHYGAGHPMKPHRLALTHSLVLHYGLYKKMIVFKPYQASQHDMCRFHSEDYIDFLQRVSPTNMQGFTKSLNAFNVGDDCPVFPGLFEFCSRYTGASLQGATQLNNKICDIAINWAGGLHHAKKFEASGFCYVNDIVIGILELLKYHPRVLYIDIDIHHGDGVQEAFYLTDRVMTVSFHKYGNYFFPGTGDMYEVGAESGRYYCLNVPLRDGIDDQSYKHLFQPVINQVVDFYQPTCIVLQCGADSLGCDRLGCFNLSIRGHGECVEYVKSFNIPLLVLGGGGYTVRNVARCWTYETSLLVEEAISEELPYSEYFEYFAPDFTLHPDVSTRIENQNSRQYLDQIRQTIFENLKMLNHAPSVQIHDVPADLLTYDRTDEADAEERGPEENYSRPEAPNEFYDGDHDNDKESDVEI
RGS4 inh: human RGS4 inhibition. P49798. HEK293 M3R/RGS4 inducible, Fluo-4 calcium flux; stronger effect = higher value; triggered by carbachol at its EC20. B-score at 10 µM. AID 463165. actives 0.45% (n = 310,000);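 active = B-score, a plate-corrected calcium signal, over three deviations above library mean, with baseline fluorescence within five deviations of library mean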;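 also: RGS4 expression induced by doxycycline in cells with stable M3 receptor; B-score is computed from the integrated fluorescence ratio over baseline after carbachol; higher B-score means a larger calcium signal and so more RGS4 inhibition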
Target sequence (P49798 whole entry, looked up): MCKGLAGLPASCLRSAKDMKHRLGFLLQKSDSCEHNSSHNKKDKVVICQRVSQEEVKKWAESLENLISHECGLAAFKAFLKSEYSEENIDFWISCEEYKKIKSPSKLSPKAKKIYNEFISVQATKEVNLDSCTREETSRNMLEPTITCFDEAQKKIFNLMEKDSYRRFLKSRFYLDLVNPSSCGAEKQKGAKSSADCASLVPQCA
MrgX1 allo act: human MrgX1 positive allosteric modulation, primary screen; MrgX1-HEK293, Fluo-4 calcium flux, FDSS; stronger effect = higher value; B-score at 10 µM; actives 0.63% (n = 310,000);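 active = plate-corrected calcium response at least 3 library SD above typical, normal starting fluorescence, not activating the receptor alone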;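 also: compound read alongside a low EC10 to EC30 dose of BAM8-22 agonist; peak minus trough fluorescence over baseline measured at the second addition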
Target sequence (Q96LB2 whole entry, looked up): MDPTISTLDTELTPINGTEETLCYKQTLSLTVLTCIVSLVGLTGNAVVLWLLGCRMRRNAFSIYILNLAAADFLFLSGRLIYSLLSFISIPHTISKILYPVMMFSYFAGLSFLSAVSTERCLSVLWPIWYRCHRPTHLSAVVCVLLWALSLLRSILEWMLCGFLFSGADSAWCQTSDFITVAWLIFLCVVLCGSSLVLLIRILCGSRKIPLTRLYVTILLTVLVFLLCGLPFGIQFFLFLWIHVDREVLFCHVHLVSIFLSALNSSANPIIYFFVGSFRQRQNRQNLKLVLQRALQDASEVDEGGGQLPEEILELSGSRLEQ
TMEM16A act: activates or potentiates the mouse TMEM16A chloride channel; Q8BHY3; HEK293 TMEM16A/YFP-H148Q/I152L, iodide quench fluorescence; stronger effect = lower value; B-score at 10 µM; actives 0.3% (n = 340,000); AID 623877;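 active = fluorescence-ratio B-score plate-corrected deviation score at least 3 library SD below zero, with starting fluorescence score within 5 deviations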;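 also: channel opened by trigger with iodide after compound preincubation; score built on the fluorescence ratio of max minus min over baseline; more negative score means more quench and so TMEM16A activation or potentiation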
MrgX1 ag: agonists of human MrgX1 receptor; actives 0.44% (n = 310,000); B-score at 10 µM; AID 588627; MrgX1-HEK293 cells, Fluo-4 calcium fluorescence, agonist mode; stronger effect = higher value;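 active = calcium response B-score plate-corrected fluorescence ratio at least 3 library SD, with starting fluorescence B-score inside 5 SD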
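times = overnight plating, then 30 min 37 °C plus 30 min room-temperature dye loading | assay system = stable human MrgX1 HEK293 cell line | input = fifteen thousand cells per well | signal = kinetic calcium dye fluorescence, Fluo-4 NW | dosing = compound delivered in addition one of three | read-out = B-scored fluorescence response ratio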
RGS4 pot: RGS4 potentiation or activation. actives 0.92% (n = 310,000). AID 463111. HEK293 M3R/inducible RGS4, carbachol calcium flux Fluo4; stronger effect = lower value. B-score at 10 µM;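 active = B-score of the integrated calcium signal more than 4 SD below the library mean, with starting fluorescence not abnormally high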;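 also: negative B-score means reduced calcium response which marks RGS4 activation or potentiation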
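Assay system: Inducible-RGS4 HEK293 cells carrying M3 receptor | Schedule: Compound preincubation 20 min at room temperature before agonist | Signal: Kinetic calcium fluorescence imaging with Fluo4-AM dye, 2 µM | Read-out basis: B score from integrated fluorescence ratio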
TRPC6 act: activates the mouse TRPC6 cation channel. actives 0.13% (n = 310,000). HEK293-TRPC6 membrane potential dye fluorescence; stronger effect = higher value. Q61143. B-score at 10 µM;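 active = B-score of the integrated fluorescence ratio above library mean plus 3 SD, and starting fluorescence ratio within library mean plus 5 SD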;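 also: higher score means more depolarization so channel activation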
MrgX1 antagonist: antagonists of human MrgX1 receptor; Q96LB2; MRGX1-HEK293 calcium flux, Fluo-4, BAM8-22 antagonism; stronger effect = lower value; B-score at 10 µM; actives 1.3% (n = 310,000); AID 588676;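 active = calcium-response B-score plate-corrected more than 3 library SD below zero, starting fluorescence within 5 deviations, no agonist response on first addition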;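 also: peak minus trough fluorescence over baseline after final BAM8-22 challenge near maximal dose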
SKKanGAS inh: SKKanGAS growth inhibition | inhibition, % at 7.5 µM | actives 1.3% (n = 300,000) | AID 1662 | S. pyogenes SKKanGAS, kanamycin growth, BacTiter-Glo, 6 h;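 active = mean replicate score, as percent of positive control median, at least 50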;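 also: strain carries kanamycin resistance gene driven by streptokinase promoter and grows in 40 µg/ml kanamycin; loss of luminescence reflects streptokinase promoter inhibition or plain growth inhibition; 0% = median of DMSO wells and 100% = positive control at its reference dose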
TMEM16A inh: blocks the mouse calcium-activated chloride channel TMEM16A; Q8BHY3; HEK293 TMEM16A/YFP iodide influx fluorescence, ionomycin; normalized B-score (activity score, 25-100; higher = stronger inhibition) at 10 µM; actives 1.2% (n = 310,000); AID 588511;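 active = ratio plate-corrected score three or more library SD toward inhibition, starting fluorescence score within five deviations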;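 also: score derived from kinetic fluorescence span divided by baseline fluorescence per well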
* = called active by the depositor; i = inactive; . = no result given.

no.	SMILES	TRPC6 inhibitor	HDAC3 inh	RGS4 inh	MrgX1 allo act	TMEM16A act	MrgX1 ag	RGS4 pot	TRPC6 act	MrgX1 antagonist	SKKanGAS inh	TMEM16A inh
1	CCOC(=O)C1ON2CCCCC2C1(O)C(F)(F)F (stereo unspecified)	i	3	i	i	i	i	i	i	i	-6	i
2	O=C(O)c1ccc(/C=C2\SC(=S)N(NC(=O)c3ccccc3[N+](=O)[O-])C2=O)cc1	i	3	i	i	i	i	i	i	i	0	i
3	CCOC(=O)C1(Cc2ccccc2)CCN(Cc2cccc(OC)c2O)CC1	i	1	i	i	i	i	i	i	i	5	i
4	CCOc1ncccc1C(=O)OCC(=O)Nc1cccc(S(N)(=O)=O)c1	i	0	i	i	i	i	i	i	i	-5	i
5	Cc1c(C(=O)NCc2ccccn2)oc2ccccc12	i	-5	i	i	i	i	i	i	i	-2	i
6	COCCNCCCCSc1ccc(Cl)cc1	i	-1	i	i	i	i	i	i	i	-12	i
7	CNc1c(NC(=O)COc2ccc(Cl)cc2)c(=O)oc2ccccc12	i	4	i	i	i	i	i	i	i	-4	i
8	Cc1cc(OCC(=O)NCCN2CCOCC2)cc(C)c1Cl	i	4	i	i	i	i	i	i	i	-6	i
9	COc1ccc(Br)cc1CN1CCC(N2CCCC2)CC1	i	-2	i	i	i	i	i	i	i	3	i
10	CNC(=S)NNC(=O)c1cc(-c2cccnc2)nc2ccccc12	i	-2	i	i	i	i	i	i	i	21	i
11	Cc1ncc(S(=O)(=O)c2ccccc2)c(-c2ccc(Cl)cc2Cl)n1	i	4	i	i	i	i	i	i	i	-4	i
12	Cc1cccc(OCc2nnc(SCc3nc4cc(C(F)(F)F)ccc4c(=O)[nH]3)o2)c1	i	-4	i	i	i	i	i	i	i	18	i
13	Cc1ccc(Nc2nc(-c3ccc(S(=O)(=O)N4CCOCC4)cc3)cs2)cc1Cl	i	-3	i	i	i	i	i	i	i	2	i
14	CC(NC(=O)c1cc(COc2cccc(C(F)(F)F)c2)on1)c1nccs1 (stereo unspecified)	i	6	i	i	i	i	i	i	i	.	i
15	Cc1nn(Cc2ccccc2Cl)c(Cl)c1/C=C/C(=O)OCC(=O)NC1CCS(=O)(=O)C1 (stereo unspecified)	i	6	i	i	i	i	i	i	i	-14	i
16	O=C(NC1CCS(=O)(=O)C1)C1CCCCN1S(=O)(=O)c1ccc(Cl)cc1 (stereo unspecified)	i	1	i	i	i	i	i	i	i	-3	i
17	CCOC(=O)C1(Cc2ccc(Cl)cc2)CCN(Cc2cnc(N)nc2)CC1	i	3	i	i	i	i	i	i	i	11	i
18	C#Cc1ccc([C@@H]2C=C(C(=O)N3CCN(Cc4ccc5c(c4)OCO5)CC3)O[C@H](OCC)[C@H]2CCCO)cc1	i	2	i	i	i	i	i	i	i	6	i
19	CSc1ncccc1C(=O)OCc1cccc([N+](=O)[O-])c1	i	-3	i	i	i	i	i	i	i	1	i
20	COC(=O)[C@@H]1C[C@]2(Br)c3ccccc3N(S(=O)(=O)c3ccccc3)[C@@H]2N1C(=O)OC	i	-12	i	i	i	i	i	i	i	-2	i

Screen by screen, quoted from above:
Entries 13 to 19 in RGS4 pot read i, i, i, i, i, i, i

Next structures follow.
no.	SMILES	TRPC6 inhibitor	HDAC3 inh	RGS4 inh	MrgX1 allo act	TMEM16A act	MrgX1 ag	RGS4 pot	TRPC6 act	MrgX1 antagonist	SKKanGAS inh	TMEM16A inh
21	Cn1cccc1/C=C1\SC(=Nc2ccc(O)cc2)NC1=O	i	0	i	i	i	i	i	i	i	12	i
22	Cc1cccc(NC(=O)C2Cc3ccccc3O/C2=N\O)c1 (stereo unspecified)	i	-4	i	i	i	i	i	i	i	6	i
23	O=C(NC1(C(F)(F)F)N=C2SCCN2C1=O)c1ccccc1 (stereo unspecified)	i	-5	i	i	i	i	i	i	i	0	i
24	CC(OC(=O)c1ccccc1NS(=O)(=O)c1cccc(N)c1)C(=O)N(C)Cc1ccccc1 (stereo unspecified)	i	2	i	i	i	i	i	i	i	0	i
25	CSc1ccccc1NC(=O)CN(C)CC(=O)Nc1ccccc1C(F)(F)F	i	-1	i	i	i	i	i	i	i	14	i
26	O=C(COC(=O)CNC(=O)c1sc2ccccc2c1Cl)Nc1c(Cl)cc(Cl)cc1Cl	i	1	i	i	i	i	i	i	i	-3	i
27	CCCCCC(=O)OC(CN1CCCCC1)CN1CCCC1=O (stereo unspecified)	i	1	i	i	i	i	i	i	i	-3	i
28	COC(=O)C1=CN(C2CCCCC2)C=C(C(=O)OC)C1c1ccc2c(c1)OCO2	i	0	i	i	i	i	i	i	i	-10	i
29	CCc1nnc(NC(=O)[C@@H](NC(=O)c2cc(OC)cc(OC)c2)C(C)C)s1	i	-8	i	i	i	i	i	i	i	-8	i
30	COc1cc2oc(=O)ccc2c(OC)c1CC(O)C(C)(C)O (stereo unspecified)	i	-1	i	i	i	i	i	i	i	0	i
31	COc1cccc(CN2CCN(C(c3ccccc3)c3ccccc3)CC2)c1O	i	5	i	i	i	i	-8.8*	i	i	0	i
32	O=C(N/N=C/c1ccco1)C1CC1(c1ccccc1)c1ccccc1 (stereo unspecified)	i	8	i	i	i	i	i	i	i	-4	i
33	CSc1ccccc1NC(=O)C1CC(c2ccccc2Cl)=NO1 (stereo unspecified)	i	8	i	i	i	i	i	i	i	7	i
34	CC(C)c1nc(C(=O)N2CCCC(CCC(=O)N(C)CCc3ccccn3)C2)cs1 (stereo unspecified)	i	6	i	i	i	i	i	i	i	8	i
35	O=C(Cc1ccc(Cl)cc1)Nc1cccc2ncccc12	i	5	i	i	i	i	i	i	i	15	i
36	C/C(=N\O)c1ccn(S(=O)(=O)c2ccc(Cl)cc2)c1	i	10	i	i	i	i	i	i	i	6	i
37	Fc1ccc(COc2ccc(C(=S)N3CCCC3)cc2)cc1	i	0	i	i	i	i	i	i	i	9	i
38	N#Cc1nc(-c2ccccc2F)oc1NCCN1CCOCC1	i	-22	i	i	i	i	i	i	i	-4	i
39	COc1ccc2c(CC(=O)OCC(=O)Nc3ccc4c(c3)OCO4)coc2c1	i	-3	i	i	i	i	i	i	i	-2	i
40	CCOc1ccc(-n2c(=O)[nH]cc(C(=O)Nc3ccc(OC)c(OC)c3)c2=O)cc1	i	3	i	i	i	i	i	i	i	1	i

A second format for 4 compounds above.
26: O=C(COC(=O)CNC(=O)c1sc2ccccc2c1Cl)Nc1c(Cl)cc(Cl)cc1Cl
  TRPC6 inhibitor: i; HDAC3 inh: 1; RGS4 inh: i; MrgX1 allo act: i; TMEM16A act: i; MrgX1 ag: i; RGS4 pot: i; TRPC6 act: i; MrgX1 antagonist: i; SKKanGAS inh: -3; TMEM16A inh: i
27: CCCCCC(=O)OC(CN1CCCCC1)CN1CCCC1=O (stereo unspecified)
  TRPC6 inhibitor: i; HDAC3 inh: 1; RGS4 inh: i; MrgX1 allo act: i; TMEM16A act: i; MrgX1 ag: i; RGS4 pot: i; TRPC6 act: i; MrgX1 antagonist: i; SKKanGAS inh: -3; TMEM16A inh: i
28: COC(=O)C1=CN(C2CCCCC2)C=C(C(=O)OC)C1c1ccc2c(c1)OCO2
  TRPC6 inhibitor: i; HDAC3 inh: 0; RGS4 inh: i; MrgX1 allo act: i; TMEM16A act: i; MrgX1 ag: i; RGS4 pot: i; TRPC6 act: i; MrgX1 antagonist: i; SKKanGAS inh: -10; TMEM16A inh: i
29: CCc1nnc(NC(=O)[C@@H](NC(=O)c2cc(OC)cc(OC)c2)C(C)C)s1
  TRPC6 inhibitor: i; HDAC3 inh: -8; RGS4 inh: i; MrgX1 allo act: i; TMEM16A act: i; MrgX1 ag: i; RGS4 pot: i; TRPC6 act: i; MrgX1 antagonist: i; SKKanGAS inh: -8; TMEM16A inh: i

Following part
no.	SMILES	TRPC6 inhibitor	HDAC3 inh	RGS4 inh	MrgX1 allo act	TMEM16A act	MrgX1 ag	RGS4 pot	TRPC6 act	MrgX1 antagonist	SKKanGAS inh	TMEM16A inh
41	CCOc1ccc(CN(C(=O)c2ccco2)C2CCS(=O)(=O)C2)cc1 (stereo unspecified)	i	-11	i	i	i	i	i	i	i	-1	i
42	COc1ccc(CCN2CC(C(=O)NCCc3cnn(C)c3)CCC2=O)cc1 (stereo unspecified)	i	-5	i	i	i	i	i	i	i	-1	i
43	COc1ccc(/C=C(\C#N)C(=O)OC2CCOC2=O)cc1 (stereo unspecified)	i	3	i	i	i	i	i	i	i	8	i
44	COc1ccc(OCC(=O)Nc2ccc(OC)c(S(=O)(=O)N3CCCCC3)c2)cc1	i	4	i	i	i	i	i	i	i	-4	i
45	O=C(NCc1ccccc1)c1onc(CSc2ccncc2)c1C(=O)NCc1ccccc1	i	-7	i	i	i	i	i	i	i	-2	i
46	O=[N+]([O-])c1ccc(NCCNS(=O)(=O)c2ccccc2)cc1	i	5	i	i	i	i	i	i	i	-8	i
47	CNS(=O)(=O)c1ccc2c3c(cccc13)C(=O)N2	i	-5	i	i	i	i	i	i	i	3	i
48	Cc1ccc(S(=O)(=O)N(C)C)cc1NC(=O)COC(=O)c1ccc(Cl)cc1	i	5	i	i	i	i	i	i	i	-2	i
49	CC(C)(C)c1cc(C(=O)NNC(=O)c2ccc(C(F)(F)F)cc2)no1	i	-2	i	i	i	i	i	i	i	4	i
50	Cc1cc(OC(C)C(=O)NCC2CCC(C(=O)O)CC2)c2c(C)c(C)c(=O)oc2c1 (stereo unspecified)	i	-5	i	i	i	i	i	i	i	5	i
51	CC(=O)N1CSCC1C(=O)N1CCN(c2ccc(N3CCOCC3)nn2)CC1 (stereo unspecified)	i	-13	i	i	i	i	i	i	i	5	i
52	C=CCn1cnc2scc(-c3ccc(C)cc3)c2c1=O	i	-3	i	i	i	i	i	i	i	-8	i
